proCasp3 act – activates human procaspase-3; activation, % at 8.5 µM; recombinant procaspase-3 D3A, Ac-DEVD-pNA absorbance 405 nm; actives 0.11% (n = 330,000);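 active means activation above the mean of all tested compounds plus 3 SD, cut at about 21% in these data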;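 further: 0% = DMSO alone and 100% = DMSO wells spiked with extra 5 µM PC-3 D3A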
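Technique: 405 nm absorbance of p-nitroaniline, reads at 0 and 120 min; Test system: Procaspase-3 D3A mutant; Incubation: 1 h enzyme-compound preincubation, then 2 h substrate reaction, 25 °C; Repeats: singlicate, each compound tested once; Benchmarks: low control DMSO wells, high control DMSO plus 5 µM PC-3 D3A.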
AHR act – human AHR activation | AHR-responsive luciferase reporter cells, luminescence | actives 2.5% (n = 320,000) | activation, % at 5 µM; in the data active means activation above about 47%;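 further: 0% = vehicle wells and 100% = reference agonist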
ZTA DNA inh – ZTA (EBV) inhibition in EBNA-1 counter-screen; ZTA-DNA binding, fluorescence polarization; actives 0.15% (n = 320,000); inhibition, % at 11 µM; P03206; in the data active means inhibition above about 33%
proCasp7 act – counter-screen: procaspase-7 (human) activation | recombinant procaspase-7, Ac-DEVD-pNA absorbance 405 nm; D23A/D198A/D206A triple mutant, cannot self-cleave; scale: DMSO 0, 5 µM enzyme 100 | activation, % at 8.5 µM | actives 0.093% (n = 330,000);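 active means percent activation above the screen-wide mean plus 3 SD, cut at about 25% in these data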
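Assay system: Uncleavable procaspase-7 mutant enzyme; Input: 2 µM procaspase-7 mutant as dispensed; Also added: DEVD-pNA substrate; Medium: Zinc-free HEPES pH 7.4 with 300 mM NaCl, 0.01% Triton X-100; Timing: 1 h compound preincubation, 2 h substrate cleavage, 25 °C; Measured by: Epi-absorbance of released pNA at 405 nm, two timepoints.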
LAP4 TOR yeast – alters LAP4-GFP fluorescence in TOR pathway yeast screen. GFP response vs DMSO, % at 10 µM. S. cerevisiae LAP4-GFP multiplex, flow cytometry GFP, 3 h; median GFP as percent of DMSO wells. actives 0.34% (n = 320,000);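 active means GFP response vs DMSO above a set limit, about the screen mean plus 3 SD, cut at about 150% in these data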
RPL19A-GFP yeast – yeast TOR pathway RPL19A-GFP modulation; S. cerevisiae RPL19A-GFP strain, flow cytometry, 3 h; stronger effect = lower value; actives 0.3% (n = 330,000); percent response vs DMSO, % at 10 µM;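 active means percent response vs DMSO below 50%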;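 further: median channel GFP fluorescence of the barcoded RPL19A-GFP strain; ratio of sample median GFP to plate DMSO average so 100% = DMSO; lower means less RPL19A-GFP as with rapamycin TOR inhibition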
EBNA-1 inh – blocks EBNA-1 binding to DNA; EBNA-1 DNA binding, fluorescence polarization; inhibition, % at 14.8 µM; actives 0.34% (n = 300,000); in the data active means inhibition above about 28%
MEP2-GFP yeast – modulators of TOR pathway MEP2-GFP in S. cerevisiae. actives 0.51% (n = 330,000). GFP response vs DMSO, % at 10 µM. S. cerevisiae MEP2-GFP strain, flow cytometry GFP, 3 h; 100% = DMSO control level;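 active means GFP response versus DMSO above a set limit, roughly screen mean plus 3 SD, cut at about 180% in these data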;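 further: median GFP fluorescence of the barcode-gated MEP2-GFP cells per well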
* hit, by the source's call; / = no result given. Rows were taken by chance (roughly 3.8% active in at least one column).

SMILES	proCasp3 act	AHR act	ZTA DNA inh	proCasp7 act	LAP4 TOR yeast	RPL19A-GFP yeast	EBNA-1 inh	MEP2-GFP yeast
O=C(O)CN1C(=O)CC(Cc2ccc(Cl)cc2)C1=O (stereo unspecified)	0	7	-6	15	92	100	-7	93
CCN1CCN(C(=S)Nc2ccc(Cl)cc2)CC1	3	-1	-3	-6	93	94	2	111
COc1ccc(-c2nnc(SCC(=O)O)n2C)cc1OC	4	4	-15	-1	89	102	-15	103
Cc1no[n+]([O-])c1COc1ccccc1/C=N/n1nnnc1N	-7	20	-14	5	102	97	4	101
CCOC(=O)c1c(C)nc2sc3c(=O)n(-c4ccc(C(C)=O)cc4)nnc3c2c1-c1ccc(Cl)cc1	7	1	8	9	112	109	7	111
COc1cc(C2N(c3cccc(Cl)c3)C(=O)C3CCCN32)cc(OC)c1OC (stereo unspecified)	-2	5	12	-1	101	99	6	103
Cc1ccc(C)c(OCC(=O)Nc2ccc3c(c2)OCO3)c1C	3	13	3	2	92	102	5	103
CCN(CC)S(=O)(=O)c1ccc(C)c(NC(=O)COc2ccc3c(C)cc(=O)oc3c2)c1	6	1	-5	-6	83	98	-10	97
CCOc1ccccc1C(=O)N1CCN(c2ccc(C(F)(F)F)cn2)CC1	3	1	-4	2	102	97	3	102
O=C(NCc1ccccn1)C(C(=O)c1ccc(F)cc1)n1ccccc1=O (stereo unspecified)	-7	0	-10	-16	101	96	-6	95
CCOC(=O)c1ccc(NC(=O)CC2S/C(=N/N=C3/NC(=O)CS3)NC2=O)cc1 (stereo unspecified)	-2	0	8	10	90	92	3	90
CCn1cc(C(=O)OCC(=O)NCc2ccc3c(c2)OCO3)c(=O)c2ccc(C)nc21	18	0	-14	0	/	94	0	95
Cc1cc(C)nc(Sc2ncnc(N)c2[N+](=O)[O-])n1	-21	4	-1	-21	104	98	3	101
CC(C)CCNC(=O)c1ccc(-n2cnc3cccnc32)cc1	-7	4	14	7	96	103	6	101
Cc1cccc(CN2CCC(CNC(=O)Nc3ccc(F)c(Cl)c3)CC2)c1	8	3	-15	7	87	100	-11	103
O=C(Nc1ccc(S(=O)(=O)NC2CCCC2)cc1)c1cnccn1	7	1	5	9	95	99	6	87
CN(C)N1C(=O)CC(N2CCCC2)C1=O (stereo unspecified)	-6	10	9	-8	101	97	-11	102
Cc1nnc(SCc2c(Cl)cccc2Cl)n(N)c1=O	-1	3	1	6	93	95	4	92
Nc1cc(N)nc(SCC(=O)N2CCc3ccccc32)n1	-1	13	-15	-7	108	80	-4	175*
O=C(Cc1ccccc1)Nc1nccs1	-5	3	-30	-5	101	98	-5	94
O=C1CCCC2=C1C(c1ccccn1)Nc1ccc(C(=O)c3ccccc3)cc1N2 (stereo unspecified)	1	-1	17	1	98	107	10	107
CC(NC(=O)CSc1nc(=O)cc(N)n1-c1ccccc1)c1ccccc1 (stereo unspecified)	1	5	-25	15	99	99	2	102
Cc1c(C(=O)NCc2ccc3c(c2)OCO3)sc2nc(-c3ccccc3)cn12	6	-7	4	0	105	103	7	103
Cc1cccc(N2CCN(C(=O)c3noc4c3COc3ccc(C)cc3-4)CC2C)c1 (stereo unspecified)	4	-1	32	11	85	83	1	87
Cc1ccc(NC(=S)Nc2cccc(S(=O)(=O)Nc3c(C)n(C)n(-c4ccccc4)c3=O)c2)cc1	0	-4	3	-7	106	113	2	108
Cc1cccc(C(=O)N(C)c2nnc(-c3ccncc3)s2)c1	-11	-4	-6	-16	96	96	-6	91
COc1ccc(CCNC(=O)CCNC(=O)N2CC(=O)Nc3ccccc32)cc1OC	4	3	-17	-3	92	96	-4	95
CCOc1ccc2cc(C#N)c(SCC(=O)N3CCOCC3)nc2c1	-6	11	-16	-4	101	102	7	111
Brc1cccc(-c2nnc3sc(CN4CCC5(CC4)OCCO5)cn23)c1	4	1	9	-7	101	98	-8	103
N/C(=N\N=C\c1ccc2c(c1)OCO2)SC1CC(=O)N(c2ccc(C(=O)O)cc2)C1=O (stereo unspecified)	3	1	-9	6	97	103	2	100
CNC(=S)N1CCN(c2nc(-c3ccc(F)cc3)cs2)CC1	3	-3	-11	-9	100	103	3	113
CCC(=O)N/C(=N/c1nc(C)cc(C)n1)Nc1cccc(OC)c1	-1	25	12	5	110	95	5	107
COc1cc(SC#N)ccc1N=Cc1c(C)[nH]n(-c2ccc(C)cc2)c1=O	-30	72*	-15	-16	103	95	1	93
CCCCOc1ccccc1C(=O)N(Cc1ccco1)C1CCS(=O)(=O)C1 (stereo unspecified)	3	0	-1	2	103	101	-2	106
c1ccc(Nc2nc(NCC3CCCO3)c3ccccc3n2)cc1 (stereo unspecified)	-4	12	-12	-4	92	89	-14	91
COC(=O)C(NC(=O)c1ccc(F)cc1)(Nc1ncc(S(=O)(=O)c2ccc([N+](=O)[O-])cc2)s1)C(F)(F)F (stereo unspecified)	4	3	-12	11	103	99	0	101
CCNC(=S)Nc1ccc(N2CCCCC2)cc1	3	4	14	-4	95	91	0	93
CC1(C)Cc2nc3sc4c(=O)n(CC(=O)NCc5ccccc5)cnc4c3cc2CO1	-5	6	-20	4	104	96	18	99
CCNc1ccc(C(=O)OCC(=O)c2cc(C)n(Cc3ccc4c(c3)OCO4)c2C)cc1[N+](=O)[O-]	-6	-1	-28	-3	89	103	-1	91
CCOC(=O)N1CCN(c2cc(=O)n(-c3ccc(OCC)cc3)c(=O)[nH]2)CC1	1	3	4	2	96	93	-5	93
CC(=O)N1CCN(Cc2nc3cc(NC(=O)c4ccccc4)ccc3n2C)CC1	-3	10	-9	3	104	105	1	105
[N-]=[N+]=CC(=O)CC(c1ccccc1)N1C(=O)c2ccccc2C1=O (stereo unspecified)	-19	5	-8	-3	102	101	-4	96
CCC(C)NC(=O)CNC(=S)N(Cc1ccc(F)cc1)C1CCCCC1 (stereo unspecified)	-7	-2	9	0	94	95	6	96
Nc1nnc(SCC(=O)Nc2ccccc2)s1	6	-1	-4	0	101	98	-1	99
CCC(=O)Nc1cccc(-c2nnc(SCC(=O)NCc3ccco3)n2C)c1	-8	0	-5	2	102	100	6	109
CC(C)CC(CC(C)C)=NNC(=O)c1ccc(CSc2nncn2C)cc1	4	11	-14	3	121	100	-8	122
O=[N+]([O-])c1c(Nc2ccccn2)cc(Cl)c2nonc12	6	0	3	-6	674*	162	2	951*
Cc1ccccc1COc1cccc(/C=N/NC(=O)c2nnn(-c3nonc3N)c2C)c1	-3	-3	-22	2	83	86	1	83
COc1cccc(N2CC(=O)Nc3c(oc4nc(-c5ccccc5)cc(C)c34)C2=O)c1	-20	-2	1	2	113	99	6	96
CC(=O)NNc1cc(=O)c2c(=O)n(C)c(=O)n(C)c2[nH]1	3	0	7	18	94	95	10	94
COC(=O)c1ccc(C2=NOC(C)(c3nnc(Cc4ccccc4)o3)C2)cc1 (stereo unspecified)	2	-1	-5	-4	/	/	-4	/
Cc1cccc(-c2nnn(C/C(N)=N/O)n2)c1	-1	2	-6	0	90	102	7	109
O=C(CCNC(=O)c1ccc(Cl)cc1)NCc1ccco1	1	1	/	10	92	101	/	105
Cc1ccc(N=Cc2c(O)[nH]c3ccccc23)c([N+](=O)[O-])c1	1	7	-5	5	106	99	0	101
COc1ccc(CN2C=C3C(=O)C(C)(OC(=O)C4CCCC4)C(=O)C=C3C=C2c2ccsc2)cc1 (stereo unspecified)	2	16	-11	-31	99	99	-8	109
CCO/C=C1/C(=O)N(c2ccc(OC)cc2)C(=O)c2ccccc21	-2	-3	6	7	99	109	0	110
O=C(CSc1nc2ccccc2[nH]1)c1ccc2c(c1)OCO2	-5	13	-13	-13	96	102	-9	104
Cc1noc(C)c1C(=O)Nc1ccccn1	3	5	-8	-11	99	99	4	100
CC(=O)Nc1ccc(-c2csc(NC(C)c3ccccc3)n2)cc1 (stereo unspecified)	-7	0	4	-7	93	98	6	103
CC1CCCC(C)N1C(=O)COC(=O)C1CCN(S(=O)(=O)c2c(Cl)cccc2Cl)CC1 (stereo unspecified)	0	-2	17	-1	122	94	-2	101

Additional records:
SMILES	proCasp3 act	AHR act	ZTA DNA inh	proCasp7 act	LAP4 TOR yeast	RPL19A-GFP yeast	EBNA-1 inh	MEP2-GFP yeast
Cc1ccsc1/C=N/Nc1ncc(Cl)cc1Cl	3	2	-10	2	300*	/	10	110
CC1=C(C(=O)N2CCOCC2)C(c2ccccc2F)C2=C(CCCC2=O)N1 (stereo unspecified)	3	3	-7	9	94	93	16	96
Cc1cc(C)n(-c2cccc(F)n2)n1	-1	-2	-7	6	102	102	2	101
O=C(CSCc1ccc(C(=O)O)cc1)Nc1ccc2ccccc2c1	5	-2	0	3	110	98	4	99
Cc1ccc(SCCC(=O)OCC(=O)Nc2ccc(C(N)=O)cc2)cc1	6	0	-5	0	104	99	/	94
c1ccc2c(c1)CSc1ccccc1N2	0	5	-11	4	116	94	-6	98
CCOc1nc2cnccc2n(CC(=O)Nc2ccc(C)c(C)c2)c1=O	3	7	-14	1	103	102	-8	113
O=C(Cn1c(=O)oc2ccccc21)Nc1ccccc1Cl	-3	-1	-8	8	79	102	6	101
CS(=O)(=O)N1CC(C(=O)NN)Oc2ccc(Cl)cc21 (stereo unspecified)	0	12	-3	3	94	94	3	96
COc1ccc(-c2cn(CCN)c(-c3ccncc3)n2)cc1	8	8	-4	-2	100	98	-5	110
O=S(=O)(c1cccc2nonc12)N1CCCCC1	0	-2	-4	0	97	98	6	92
c1ccc2c(C[C@@H]3CNCCN3CCCCC3CCCCC3)cccc2c1	1	5	/	6	105	98	/	97
N#Cc1cc(-c2ccccc2)nc(N2CCNCC2)n1	-8	50*	3	1	103	97	-8	95
Cc1[nH]nc2cn[nH]c12	2	16	-10	1	85	90	3	94
c1ccc2nc(-c3ccc(-n4ccnc4)cc3)ccc2c1	5	-6	4	3	100	111	4	109
CC(=O)c1c(C)[nH]c(C(=O)Nc2cccc(C)c2C)c1C	2	55*	3	0	104	100	-1	104

In the list so far, 12 have a Cl atom.
SMILES	proCasp3 act	AHR act	ZTA DNA inh	proCasp7 act	LAP4 TOR yeast	RPL19A-GFP yeast	EBNA-1 inh	MEP2-GFP yeast
O=C(O)CN1C(=O)CC(Cc2ccc(Cl)cc2)C1=O (stereo unspecified)	0	7	-6	15	92	100	-7	93
CCN1CCN(C(=S)Nc2ccc(Cl)cc2)CC1	3	-1	-3	-6	93	94	2	111
CCOC(=O)c1c(C)nc2sc3c(=O)n(-c4ccc(C(C)=O)cc4)nnc3c2c1-c1ccc(Cl)cc1	7	1	8	9	112	109	7	111
COc1cc(C2N(c3cccc(Cl)c3)C(=O)C3CCCN32)cc(OC)c1OC (stereo unspecified)	-2	5	12	-1	101	99	6	103
Cc1cccc(CN2CCC(CNC(=O)Nc3ccc(F)c(Cl)c3)CC2)c1	8	3	-15	7	87	100	-11	103
Cc1nnc(SCc2c(Cl)cccc2Cl)n(N)c1=O	-1	3	1	6	93	95	4	92
O=[N+]([O-])c1c(Nc2ccccn2)cc(Cl)c2nonc12	6	0	3	-6	674*	162	2	951*
O=C(CCNC(=O)c1ccc(Cl)cc1)NCc1ccco1	1	1	/	10	92	101	/	105
CC1CCCC(C)N1C(=O)COC(=O)C1CCN(S(=O)(=O)c2c(Cl)cccc2Cl)CC1 (stereo unspecified)	0	-2	17	-1	122	94	-2	101
Cc1ccsc1/C=N/Nc1ncc(Cl)cc1Cl	3	2	-10	2	300*	/	10	110
O=C(Cn1c(=O)oc2ccccc21)Nc1ccccc1Cl	-3	-1	-8	8	79	102	6	101
CS(=O)(=O)N1CC(C(=O)NN)Oc2ccc(Cl)cc21 (stereo unspecified)	0	12	-3	3	94	94	3	96

Screening data: PubChem BioAssay, several laboratories
